From PubChem BioAssay
ATG4B inh – ATG4B protease inhibitors, primary screen, biochemical, fluorescence, uHTS. inhibition, % at 8.33 µM. ATG4B cleavage of LC3-PLA2, NBD-HPC fluorescence, 1 h. Cysteine protease ATG4B (Homo sapiens), Q9Y4P1. 340,000 compounds, 0.51% hits; in the data active = inhibition above about 40%
Target sequence (Q9Y4P1 whole entry, looked up): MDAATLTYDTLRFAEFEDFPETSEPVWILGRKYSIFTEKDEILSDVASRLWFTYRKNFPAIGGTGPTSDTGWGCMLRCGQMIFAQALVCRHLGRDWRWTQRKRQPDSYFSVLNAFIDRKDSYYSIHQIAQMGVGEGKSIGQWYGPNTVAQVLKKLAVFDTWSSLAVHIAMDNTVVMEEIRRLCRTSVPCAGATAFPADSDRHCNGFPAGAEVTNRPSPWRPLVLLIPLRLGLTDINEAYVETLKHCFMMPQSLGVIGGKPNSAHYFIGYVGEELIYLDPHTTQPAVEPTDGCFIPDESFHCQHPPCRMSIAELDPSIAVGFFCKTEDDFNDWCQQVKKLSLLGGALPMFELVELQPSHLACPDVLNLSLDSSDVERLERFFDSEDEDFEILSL
mIAP act – activators of mouse IAP, primary screen, biochemical, luminescence, uHTS; intestinal alkaline phosphatase [Mus musculus]; muIAP, CDP-Star luminescence, 30 min; stronger effect = higher value; 1 = vehicle-only enzyme signal, 0 = enzyme-free wells; activation factor at 10 µM; 330,000 compounds, 0.24% hits;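 active = activation factor of at least 2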; also: the source names both 10 and 20 µM as test concentration; values of inactives mirror those of a sister screen read the other way
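Assay system: mouse IAP enzyme; Reagent: CDP-Star chemiluminescent phosphatase substrate; Compound: DMSO-dissolved test compounds; Incubation: 30 min, room temperature; Technique: luminescence from enzymatic CDP-Star hydrolysis; Controls: DMSO-only wells and no-enzyme negative control.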
mIAP block – inhibitors of mouse IAP, primary screen, biochemical, luminescence, uHTS; purified mouse IAP, CDP-Star luminescence, 30 min; 330,000 compounds, 0.2% hits; intestinal alkaline phosphatase [Mus musculus]; inhibition, % at 10 µM;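 active = inhibition of at least 40% at 10 µM in the primary screen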;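 also: plate controls were DMSO with enzyme for no effect and no enzyme wells for full effect; values of inactives mirror those of a sister screen read the other way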
NLRP3 yeast inh – NALP3 inflammasome inhibitors in reconstituted yeast, primary screen, luminescence, uHTS | inhibition, % at 10 µM | AID 2825, 2010 | 330,000 compounds, 0.39% hits | Yeast reconstituted NLRP3/ASC/caspase-1, beta-gal luminescence, 24 h;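 active = inhibition of 50% or more; inactive = inhibition below 50%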;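 also: plate controls were induced DMSO wells for no effect and uninduced yeast grown without galactose for full effect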
TIM10 inh – growth inhibitors of isogenic TIM10 control yeast, primary screen, counter-screen for tim10-1 yeast inhibitor project, luminescence, uHTS | S. cerevisiae TIM10 strain growth, BacTiter-Glo luminescence, 24 h | inhibition, % at 10 µM | 330,000 compounds, 1.4% hits;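 active = inhibition of 40% or more at the single tested concentration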;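 also: wild-type TIM10 isogenic control strain grown at permissive 25 °C; 0% = DMSO yeast wells and 100% = minimal medium wells without yeast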
tim10-1 inh – growth inhibitors of tim10-1 mutant yeast, primary screen, luminescence, uHTS. S. cerevisiae tim10-1 ts strain growth, BacTiter-Glo, 24 h. inhibition, % at 20 µM. 330,000 compounds, 2.2% hits. AID 463190, 2010;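 active = inhibition of at least 40%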;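 also: mutant grown at 25 °C; 0% = DMSO wells with yeast and 100% = wells holding no yeast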
Apaf-1 inh – inhibitors of human Apaf-1 apoptosome, primary screen, biochemical, DEVD-Rh110 fluorescence, uHTS; reconstituted apoptosome caspase-3 activity; inhibition, % at 20 µM; 330,000 compounds, 0.71% hits; AID 489030, 2010; active = inhibition of at least 40% at 20 µM;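 also: plate controls were DMSO wells for no effect and DEVD-CHO caspase inhibitor wells for full effect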
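Assay system: Apoptosome proteins | Medium: pH 7.5 Hepes buffer with CHAPS, BSA, DTT | Also added: Cytochrome c and DEVD-Rh110 substrate | Times: 30 min plus 50 min, RT | Detection: Rhodamine 110 fluorescence at Ex 480/Em 540 nm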
hIAP block – human IAP inhibitors, primary screen, biochemical, luminescence, uHTS | Intestinal-type alkaline phosphatase (Homo sapiens), P09923 | purified IAP, CDP-Star luminescence, 30 min | inhibition, % at 10 µM | 330,000 compounds, 0.12% hits | AID 2544, 2010;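 active = inhibition reaching a set limit with compound at 10 µM in the primary screen, cut at about 35% in these data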;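 also: plate controls were DMSO wells with enzyme for no effect and no-enzyme buffer wells for full effect; values of inactives mirror those of a sister screen read the other way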
Target sequence (P09923 whole entry, looked up): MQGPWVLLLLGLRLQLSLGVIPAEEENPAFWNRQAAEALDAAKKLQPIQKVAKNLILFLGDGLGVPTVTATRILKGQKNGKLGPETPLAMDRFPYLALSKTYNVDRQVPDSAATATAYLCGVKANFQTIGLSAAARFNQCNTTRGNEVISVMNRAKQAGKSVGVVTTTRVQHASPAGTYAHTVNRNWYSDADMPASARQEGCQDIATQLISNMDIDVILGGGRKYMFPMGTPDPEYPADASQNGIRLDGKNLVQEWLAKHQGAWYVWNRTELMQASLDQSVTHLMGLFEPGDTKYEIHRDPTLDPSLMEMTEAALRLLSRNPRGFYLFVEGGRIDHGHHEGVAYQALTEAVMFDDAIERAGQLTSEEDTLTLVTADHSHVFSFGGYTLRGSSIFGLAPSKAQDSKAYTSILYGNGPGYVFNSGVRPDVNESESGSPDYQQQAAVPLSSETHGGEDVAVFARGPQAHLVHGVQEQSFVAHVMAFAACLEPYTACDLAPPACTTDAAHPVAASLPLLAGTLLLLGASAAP
hIAP activ – human IAP activators, primary screen, biochemical, luminescence, uHTS. purified human IAP, CDP-Star luminescence, 30 min; stronger effect = higher value; 1 = vehicle-only enzyme, 0 = enzyme-free background. activation factor at 10 µM. Intestinal-type alkaline phosphatase (Homo sapiens), P09923. 330,000 compounds, 0.16% hits;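 active = activation factor of the enzyme at least 2-fold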; also: the source names both 10 and 20 µM as test concentration; values of inactives mirror those of a sister screen read the other way
The depositor's hits bear a star. Outcome played no part in choosing rows; overall some 4.5% were active at least once.

Values run as follows: ATG4B inh	mIAP act	mIAP block	NLRP3 yeast inh	TIM10 inh	tim10-1 inh	Apaf-1 inh	hIAP block	hIAP activ
(1) CCOc1cc2nc(-c3ccc(OC)c(OC)c3)nc(N3CCOCC3)c2cc1OC
→ -14.9	1.06	-5.8	4.2	17.2	20.2	5.6	6.7	0.933
(2) COC(=O)c1ccc2c(=O)n(CCCCCC(=O)NC(C)C)c(=O)[nH]c2c1
→ 2.5	0.921	7.9	-5.4	-24.0	11.4	-4.6	-13.2	1.13
(3) N#CCSc1nc2c(c(=O)n1Cc1ccccc1)C1(CCCC1)Cc1ccccc1-2
→ -11.1	1.01	-0.8	12.2	-7.6	19.1	19.0	12.1	0.879
(4) COC(=O)c1c(C)oc(C)c1S(=O)(=O)NCc1cccs1
→ -19.0	1.06	-6.4	0.3	5.8	6.8	-23.5	-4.4	1.04
(5) Cc1cccc(NC(=O)CNC(=O)CNC(=O)Cc2ccccc2)c1
→ -1.4	0.989	1.1	9.9	1.3	-12.2	-0.2	-5.0	1.05
(6) CN(C)S(=O)(=O)c1cccc(C(=O)Nc2ccccc2C(=O)NC2CC2)c1
→ 5.6	0.902	9.8	1.5	-1.0	-8.0	5.0	3.7	0.963
(7) Cc1ccccc1C(=O)Nc1ccc(C(=O)N/N=C/c2ccccn2)cc1
→ -6.9	0.844	15.6	13.5	6.6	-28.3	-1.5	-3.8	1.04
(8) COCCn1nnnc1C(c1cc2ccc(OC)cc2[nH]c1=O)N1CCc2ccccc2C1 (stereo not given)
→ -7.8	1.06	-5.7	13.2	0.5	-6.6	56.8*	-18.4	1.18
(9) CCCn1cc(S(=O)(=O)CC(=O)N2CCc3ccccc32)c2ccccc21
→ -4.5	1.02	-2.1	0.8	28.9	23.0	14.7	17.5	0.825
(10) Cc1cc(/C(N)=N/OC(=O)c2ccccc2Cl)no1
→ -1.5	0.948	5.2	10.1	-21.0	9.7	-2.8	12.9	0.871
(11) Cc1c(C(=O)O)sc(=S)n1-c1ccccc1
→ -1.4	1.04	-4.1	7.6	-4.8	8.6	0.4	-0.6	1.01
(12) COc1ccc(C(=O)N2CCN(Cc3cc(OC)c(O)c(OC)c3)CC2)cc1OC
→ 4.2	1.03	-3.3	-12.9	-4.6	-6.1	-10.2	14.0	0.86
(13) O=C1CCN(Cc2ccc([N+](=O)[O-])cc2)CCN1[C@H](CO)Cc1ccccc1
→ 5.2	0.93	7.0	4.0	-0.9	-7.8	4.5	-5.1	1.05
(14) COc1cc(NC(=O)COC(=O)/C=C/c2ccc(O)c(OC)c2)cc(OC)c1
→ -19.2	0.929	7.1	19.7	-3.4	-0.2	-0.4	-7.8	1.08
(15) COCCCNC(=O)c1ccc(CN2CCc3ccccc3C2)cc1
→ -3.7	1	-0.1	14.0	6.1	-14.4	-4.7	1.1	0.989
(16) O=C(O)c1ccc(N2CCS(=O)(=O)CC2)cc1
→ -3.4	0.931	6.9	1.7	2.6	-2.1	-1.0	6.9	0.931
(17) O=C(Cn1nnc(-c2ccccc2Cl)n1)NCc1ccc2c(c1)OCO2
→ 0.8	1.12	-11.6	12.1	2.8	3.4	2.8	-10.5	1.1
(18) O=C(CN1C(=O)NC2(CCCc3ccccc32)C1=O)N1CCCCC1 (stereo not given)
→ -3.2	0.939	6.1	1.9	-8.1	-18.1	0.2	-12.8	1.13
(19) N#Cc1ccc2ccn(CC(=O)NCc3ccccc3)c2c1
→ -3.8	0.995	0.5	7.9	4.3	9.5	9.7	-10.4	1.1
(20) COc1ccc(/C=C2\N=C(c3ccc(C)cc3)OC2=O)cc1
→ -2.0	0.925	7.5	21.0	1.9	3.6	-2.4	2.1	0.979
(21) O=C(Nc1ccc(N2CCOCC2)cc1)Nc1ccc2nsnc2c1
→ 1.4	0.939	6.1	18.8	11.6	-5.4	5.0	2.5	0.975
(22) COc1ccc(N(C(=O)c2ccco2)S(=O)(=O)c2ccc(F)cc2)cc1
→ -8.3	0.984	1.6	-10.0	42.5*	37.9	10.6	0.3	0.997
(23) O=C(NC1CCCCC1)c1ccc(Cn2cc(Br)cn2)o1
→ -0.8	0.92	8.0	16.8	-4.8	5.9	1.7	5.7	0.943
(24) Cc1ccc(NC(=O)COC(=O)CCC(=O)c2cccs2)cc1
→ -7.9	0.972	2.8	16.6	5.3	11.4	-12.7	-20.0	1.2
(25) Cn1c(Cc2ccccc2)nnc1SCC(=O)NC1CCCC1
→ 4.1	1.07	-7.5	-9.2	-15.7	11.3	4.4	-7.4	1.07
(26) O=C(Nc1ccc(N2CCN(C(=O)c3cccs3)CC2)cc1)c1ccco1
→ -6.5	1	0.0	17.5	3.4	6.0	-6.1	8.0	0.92
(27) O=C(Oc1ccccc1)c1cccc2cccnc12
→ 8.3	1.06	-5.6	28.3	17.1	21.6	-11.7	4.6	0.954
(28) CCn1c(SCC(=O)c2ccccc2)nc2c(c1=O)SC(C)C2 (stereo not given)
→ 8.1	0.868	13.2	0.0	-2.2	30.1	6.1	-18.4	1.18
(29) CN(C)CCCN(C(=O)c1ccc2c(c1)CCCC2)c1nc2cc3c(cc2s1)OCO3
→ 11.8	0.989	1.1	43.8	17.1	41.5*	19.7	3.6	0.964
(30) N#Cc1ccc(C(=O)OCC(=O)Nc2ccc(N3CCOCC3)cc2)cc1
→ -4.5	1	-0.2	6.7	-34.0	16.4	10.7	-3.1	1.03

Only mIAP block and TIM10 inh, for two of the compounds above:
item	Structure	mIAP block	TIM10 inh
25	Cn1c(Cc2ccccc2)nnc1SCC(=O)NC1CCCC1	-7.5	-15.7
26	O=C(Nc1ccc(N2CCN(C(=O)c3cccs3)CC2)cc1)c1ccco1	0.0	3.4

Continued:
Values run as follows: ATG4B inh	mIAP act	mIAP block	NLRP3 yeast inh	TIM10 inh	tim10-1 inh	Apaf-1 inh	hIAP block	hIAP activ
(31) COc1cccc2[nH]c(C(=O)NCCCN3CCCC3=O)cc12
→ -12.4	1.06	-5.9	-2.4	5.3	-7.5	0.8	8.1	0.919
(32) COc1ccc(CNC(=O)C2CCCN(c3nccc(C)n3)C2)cc1 (stereo not given)
→ 4.0	0.997	0.3	10.9	3.9	25.0	0.4	2.3	0.977
(33) C/C(CC(=O)Nc1cc(Cl)ccc1Cl)=N\NC(=O)c1ccco1
→ 6.6	0.827	17.3	12.3	24.0	30.1	-4.8	8.2	0.918
(34) Nc1c(N(CCC2=CCCCC2)C(=O)C2CC2)c(=O)[nH]c(=O)n1Cc1ccccc1
→ -6.4	0.979	2.1	0.3	4.3	2.7	3.4	-18.0	1.18
(35) CNC(=O)CCC(=O)Nc1ccc(C(=O)OC)cc1
→ -7.4	0.976	2.4	-7.7	10.1	1.9	0.0	4.9	0.951
(36) Cc1cccc(C(=O)OCC(=O)NCCCc2ccccc2)c1O
→ 0.3	0.921	7.9	11.9	-1.1	-8.8	2.4	5.8	0.942
(37) CCOC(=O)/C=C1\SCC(=O)N1CC(O)CN1C(=O)CS/C1=C\C(=O)OCC
→ 1.0	1.02	-1.9	24.7	5.9	1.1	-3.4	-10.8	1.11
(38) CC(C)=C1C2CCC1C1C(=O)N(NC(=O)COc3ccc(Cl)c(C)c3)C(=O)C21 (stereo not given)
→ -1.1	0.923	7.7	14.5	36.8	37.8	1.3	6.2	0.938
(39) COc1cc(OC)c(NC(=O)Cn2cnc3sc(C)c(S(=O)(=O)N4CCOCC4)c3c2=O)cc1Cl
→ -4.9	1.03	-3.0	3.2	9.2	8.3	7.7	20.8	0.792
(40) Cc1onc(-c2c(F)cccc2Cl)c1C(=O)N(Cc1ccccc1)C(C)C
→ -2.4	0.999	0.1	16.8	22.8	22.3	6.6	6.2	0.938
(41) CCN(C(=O)CSc1nc2c(cnn2-c2ccccc2)c(=O)[nH]1)C1CCS(=O)(=O)C1 (stereo not given)
→ -2.5	0.898	10.2	10.7	-5.3	3.0	-8.4	-6.9	1.07
(42) O=C(O)CC(c1ccccc1)c1ccccc1
→ 1.9	1.08	-7.9	3.9	2.4	-6.0	-5.0	0.5	0.995
(43) CN(C)S(=O)(=O)c1ccc(Cl)c(NC(=O)COC(=O)C2CCCO2)c1 (stereo not given)
→ -6.4	1.01	-1.2	4.1	-14.6	-0.9	5.4	-20.2	1.2
(44) O=C(N/N=C/c1cccc(Cl)c1Cl)Nc1ccccc1
→ -11.3	0.976	2.4	16.8	8.9	16.4	-2.9	14.9	0.851
(45) CC1CCCCC1NC(=O)Cn1c(=O)oc2cc(S(=O)(=O)N3CCCC3)ccc21 (stereo not given)
→ -10.3	1.23	-23.1	7.0	6.0	5.0	3.3	-8.2	1.08
(46) COc1cccc2cc(C(=O)NCc3ccco3)c(=O)oc12
→ 1.9	1.02	-2.4	14.3	15.9	13.2	-5.5	9.3	0.907
(47) Cc1ccc(S(=O)(=O)CC(CN2CCOCC2)N2CCOCC2)cc1 (stereo not given)
→ -2.5	1.08	-8.0	-0.9	11.7	14.5	-11.6	-1.6	1.02
(48) CN1C2C=C3C(C#N)=C(N)C(C#N)(C#N)[C@@H](c4cccc(F)c4)[C@@H]3C1CC2 (stereo not given in full)
→ -10.2	0.989	1.1	2.8	-15.3	23.7	23.5	-5.6	1.06
(49) CN(C)CCn1cnc2c(c1=N)C(c1ccccc1)c1ccc3ccccc3c1O2 (stereo not given)
→ -4.6	1.09	-9.0	-1.9	3.2	9.1	26.2	1.0	0.99
(50) Cc1ccc(C(=O)NNC(=O)c2ccc3ccccc3c2O)cc1
→ 3.9	0.688	31.2	26.5	4.0	-10.7	-9.5	-41.6	1.42
(51) CCOC(=O)c1ccc(CNC(=O)C(Cc2c[nH]c3ccccc23)NC(C)=O)o1 (stereo not given)
→ 8.5	1.07	-6.8	4.4	-6.4	-11.9	-5.1	9.2	0.908
(52) C[C@H](NC(=O)[C@@H]1Cc2ccccc2CN1)C(=O)NCC1CCCO1 (stereo not given in full)
→ 2.9	0.936	6.4	19.8	-5.4	-1.8	-2.8	6.8	0.932
(53) COc1ncnc2c1oc1nc(C(C)C)c3c(c12)CC(C)(C)OC3
→ -5.1	0.958	4.2	-4.4	9.6	29.2	9.0	-10.6	1.11
(54) CCn1cc(S(=O)(=O)c2ccc(OC)cc2)c(=O)c2cc(OC)ccc21
→ -8.5	1.03	-3.1	14.0	1.3	-1.9	6.2	0.3	0.997
(55) C=CCNC(=O)C1CC(=O)N(c2ccc(OCC(=O)Nc3ccc(Cl)cc3)cc2)C1 (stereo not given)
→ 4.8	0.998	0.2	3.2	5.7	-40.8	-4.8	-7.6	1.08
(56) COc1ccccc1CNC(=O)c1c(O)c2cc(OC)c(OC)cc2[nH]c1=O
→ -3.2	1.05	-4.7	24.6	0.4	0.1	-6.4	-9.8	1.1
(57) O=S(=O)(c1ccc(N2CCOCC2)cc1)N1CCOCC1
→ -8.4	0.954	4.6	10.5	-15.4	-3.3	-8.1	2.6	0.974
(58) CCN(c1ccccc1)S(=O)(=O)c1ccc(OC)c(NC(=O)CNC)c1
→ -7.2	1.04	-4.0	-2.6	-2.3	14.2	-0.5	-25.7	1.26
